Anesthetic bind – binds horse apoferritin like a general anesthetic | P02791 | apoferritin/1-aminoanthracene competitive binding, fluorescence | Potency, µM (highest dose often 77.5 µM), for the others: at the top dose activity change, negative = displacement, actives largely listed as inhibitors | hit rate 0.074% among 350,000; note: potency is the fitted concentration of half-maximal effect; % is set by controls: 0 for no effect and ±100 for the full control effect; nearly all actives have a fitted effect of over 20% in size
Target sequence (P02791 2-175 limits assumed): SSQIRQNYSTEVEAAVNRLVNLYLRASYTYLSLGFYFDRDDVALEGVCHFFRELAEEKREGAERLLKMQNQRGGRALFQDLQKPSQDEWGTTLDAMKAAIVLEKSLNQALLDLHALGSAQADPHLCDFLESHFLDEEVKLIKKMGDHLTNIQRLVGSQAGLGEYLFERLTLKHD
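10 uM apoferritin + 50% sat. 1-AMA, PBS; cpd 10 min RT; Ex380/Em535 endpoint; normalized to free probe vs complex; 4-param Hill fit; propofol titration as pos. ctrl.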
POLK inh – inhibitors of human DNA polymerase kappa; Q9UBT6; purified Pol kappa, fluorescent DNA synthesis assay, 10 min; Potency, µM (series often up to 107 µM), for the others: top-dose activity, negative = inhibition, usual class: inhibitors; hit rate 0.53% among 400,000; note: potency is the fitted concentration of half-maximal effect; % is set by controls: 0 for no effect and ±100 for the full control effect
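Kinetic fluorescence readout at 0 and 10 min followed reaction start with substrate at 50 nM final. Beforehand, enzyme (10 nM Pol kappa) stood 15 min with compound at room temperature; buffer-only wells were negative controls.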
APE1 inh – APE1 (human) endonuclease inhibition; P27695; recombinant APE1, TAMRA/BHQ-2 abasic DNA cleavage fluorescence; Potency, µM (top dose mostly 65.8 µM), without a hit: top-dose activity change, negative = inhibition, usual class: inhibitors; hit rate 0.35% among 350,000;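 note: potency is the fitted concentration of half-maximal effect; plate controls were vehicle for no effect and reference inhibitor for full effect; nearly all actives have a fitted effect of over 55% in size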
Target sequence (P27695 whole entry, looked up): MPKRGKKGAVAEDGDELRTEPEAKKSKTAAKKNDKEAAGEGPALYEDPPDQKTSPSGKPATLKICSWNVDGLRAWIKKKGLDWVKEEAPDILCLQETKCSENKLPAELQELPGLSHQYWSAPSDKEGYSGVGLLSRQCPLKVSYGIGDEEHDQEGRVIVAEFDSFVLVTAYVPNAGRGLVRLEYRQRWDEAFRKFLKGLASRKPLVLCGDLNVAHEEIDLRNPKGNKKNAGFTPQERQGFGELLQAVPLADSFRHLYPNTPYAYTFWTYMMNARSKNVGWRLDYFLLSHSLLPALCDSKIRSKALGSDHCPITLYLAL
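Substrate: short duplex with […] THF abasic site, 5'-TAMRA and 3'-BHQ-2, 50 nM final. APE1 at 0.75 nM, preincubated 15 min RT with compound. Fluorescence increase from first to third read measured activity.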
POLH inh – blocks human DNA polymerase eta activity. hit rate 1.2% among 390,000. recombinant Pol eta, fluorescent DNA replication assay. Potency, µM (series often up to 114 µM), without a hit: top-dose activity change, negative = inhibition, actives largely listed as inhibitors. Q9Y253; note: potency is the fitted concentration of half-maximal effect; % is set by controls: 0 for no effect and ±100 for the full control effect
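Pol eta (10 nM) was preincubated with compounds for 15 min at room temperature, after which fluorescent replication substrate (50 nM final) was added to start the reaction. Fluorescence was read kinetically at 0 and 10 min.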
Glioma ERSR ind – ER stress response induction in glioma; hit rate 0.02% among 420,000; U87-MG GRP78 promoter luciferase reporter, 16 h; Potency, µM, inactives show at the highest dose activation, actives largely listed as activators; AID 602332; note: potency is the fitted concentration of half-maximal effect; series mostly up to about 76 µM; % of control where 0% means no effect; nearly all actives have a fitted effect of over 35% in size
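Stably transfected U87-MG human glioma cells carrying a GRP78-based luminescent sensor were seeded at 1000 cells/well, pin-dosed with compounds and incubated 16 h. Luciferase reagent was then added, and end-point luminescence was read after 10 min at room temperature.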
BLM helicase inh – Bloom syndrome helicase (human) inhibition | P54132 | recombinant BLM DNA unwinding, fluorescence dequenching | Potency, µM (series often up to 56.1 µM), for inactives: top-dose activity change, negative = inhibition, actives largely listed as inhibitors | hit rate 0.2% among 350,000 | AID 2528;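 note: potency is the fitted concentration of half-maximal effect; plate controls were vehicle for no effect and no enzyme for full effect; nearly all actives have a fitted effect of over 35% in size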
LDHA block – inhibitors of human lactate dehydrogenase A. purified LDHA, NADH/diaphorase-resazurin fluorescence; hits give low values. activity change, % (values are at about 110 or 230 µM). hit rate 0.15% among 480,000. AID 1347041; in the data active = activity change below about -30%; inconclusive = mostly about -25% to -30%;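 note: plate controls were DMSO wells for no effect and wells without enzyme for full effect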
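Remaining NADH was detected by diaphorase (0.133 mg/mL) converting 37 µM resazurin to fluorescent resorufin, read at 0 and 20 minutes. The preceding 5-minute room-temperature reaction used 2 nM LDHA, 0.2 mM sodium pyruvate and 0.06 mM NADH at pH 7.4.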
POLI inh – DNA polymerase iota (human) inhibition; Pol iota fluorescent replication assay, 10 min; Potency, µM (top dose mostly 115 µM), inactives show top-dose activity, negative = inhibition, most hits filed as inhibitors; hit rate 1% among 390,000; note: potency is the fitted concentration of half-maximal effect
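Fluorescent replication assay read twice, at 0 min and 10 min after adding 50 nM (final) substrate. Enzyme (10 nM) and compounds were first incubated 15 min at room temperature; enzyme-free buffer wells were negative controls.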
POLB inh – DNA polymerase beta (human) inhibition. Pol beta primer extension/strand displacement, fluorescence kinetic. AID 485314. Potency, µM (series often up to 114 µM), for the others: at the highest dose activity change, negative = inhibition, usual class: inhibitors. hit rate 1.3% among 340,000; note: potency is the fitted concentration of half-maximal effect; % is set by controls: 0 for no effect and ±100 for the full control effect
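Kinetic readout of DNA synthesis with strand displacement by Pol beta. Compound and 10 nM enzyme sit 15 min at room temperature; 50 nM substrate starts the reaction, read immediately and at 10 min.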
The depositor's hits bear a star; u = inconclusive; x = not tested or not shown; & = joins results of further samples; [ ] = another dose, or the depositor's remark. Unless noted, calls come from the whole dose curve; as a rule, active = well fitted curve in the direction sought with a large enough effect; inconclusive = small, poorly fitted or top-dose-only effect, or another doubt; inactive = no such curve, though single readings can be large; an effect the other way counts as inactive or inconclusive. Only part of the results is shown; the hit share may differ from the screen's.

Values run as follows: Anesthetic bind	POLK inh	LDHA block	APE1 inh	POLH inh	POLI inh	BLM helicase inh	POLB inh	Glioma ERSR ind
1: Cc1cccc(NS(=O)(=O)c2ccc(Oc3ccccc3)cc2)n1
 : -17%	-13%	0	10%	-9%	14%	-3%	10%	-5%
2: O=C(CSc1nc2ccccc2n1S(=O)(=O)c1ccccc1)N1CCCCC1
 : -9%	-1%	-1	-1%	-5%	-11%	-3%	10%	4%
3: O=C(NNc1nc2ccc(Cl)cc2s1)c1cc(-c2cccs2)nc2ccccc12
 : -6%	-8%	-6	0%	-7%	-6%	-2%	2%	-8%
4: CCc1ccc(NC(=O)N2CC=C(c3c[nH]c4ccccc34)CC2)cc1
 : 0%	0%	6	x	x	-14%	-8%	11%	x
5: Cc1ccc(-n2ncc(C(=O)NCc3cccs3)c2C2CCN(C(=O)OC(C)(C)C)CC2)cc1C
 : u	-1%	4	x	-19%	23%	-11%	-3%	-3%
6: O=C(NC(=S)N1CCCc2ccccc21)c1ccc([N+](=O)[O-])cc1
 : -10%	-3%	11	3%	0%	10%	-9%	u	0%
7: COc1ccc(S(=O)(=O)CCC(=O)N2CCN(c3ccc([N+](=O)[O-])cc3)CC2)cc1
 : -7%	-11%	-21	12%	-19%	9%	-1%	21%	-1%
8: Cc1cc(=O)[nH]c(SCC(=O)N2CCN(C(=O)c3ccco3)CC2)n1
 : x	-5%	1	20%	-24%	20%	x	x	-2%
9: Cc1cc(C)cc(COn2ccnc2)c1
 : u	0%	-7	0%	-12%	12%	-4%	19%	-1%
10: COC(=O)C1=C(N)OC2=C(C(=O)CC(C)(C)C2)C1c1cccs1 (stereo unspecified)
 : -16%	-19%	3	9%	0%	12%	-4%	3%	u
11: O=C(NC(Cc1c[nH]c2ccccc12)c1nnc2n1CCCCC2)c1ccccc1 (stereo unspecified)
 : -14%	-17%	-9	10%	3%	49%[activator]	-8%	27%	-2%
12: Cc1ccc(C)c(N2N=C(C(=O)Nc3cccc(S(=O)(=O)N4CCCCC4)c3)CCC2=O)c1
 : x	-23%	-8&4	-15%	-10%	33%[activator]	x	x	-2%
13: O=C(c1ccc(Cl)nc1)N1CCN(S(=O)(=O)c2ccc3c(c2)OCCO3)CC1
 : x	1%	-1	15%	-19%	29%	x	x	-2%
14: Cc1ccc(-c2nc3ccccc3[nH]2)s1
 : 3%	1%	3	18%	-6%	u	-10%	8%	-9%
15: COc1ccc(NC(=S)Nc2cccc(C(F)(F)F)c2)c(C)c1
 : -9%	-17%	-2	7%	-17%	66%[activator]	-6%	-1%	-3%
16: Cc1[nH]c(C)c(C(=O)O)c1CNC1CCCCC1C (stereo unspecified)
 : -6%	x	x	-4%	x	x	-2%	23%	x
17: COc1cccc(NC(=O)c2sc3nc(C)c(C(=O)Nc4ccc(Cl)cc4)c(-c4ccc(Br)cc4)c3c2N)c1
 : 56%[activator]	-11%	-7	x	-17%	u	-8%	38%	-2%
18: COc1ccc(C(=O)Nc2ccccc2SCc2cc(=O)n3nc(C)sc3n2)cc1OC
 : -5%	5%	0	-4%	-11%	15%	3%	19%	0%
19: O=C(NCc1ccc(C(F)(F)F)cc1)C12CN(Cc3ccccc3)CC1C(c1cccc([N+](=O)[O-])c1)=NO2 (stereo unspecified)
 : -3%	8%	-2	1%	-27%	40%	-8%	-29%	-4%
20: COc1ccc(N2CCN(C(=O)c3ccc(S(=O)(=O)N4CCCC4)cc3)CC2)cc1
 : 4%	-6%	1	-11%	7%	22%	-1%	23%	-4%

(continued)
Values run as follows: Anesthetic bind	POLK inh	LDHA block	APE1 inh	POLH inh	POLI inh	BLM helicase inh	POLB inh	Glioma ERSR ind
21: COc1cc(O)cc2cc3c(c(O)c12)C(=O)CC(C)(O)O3 (stereo unspecified)
 : 3%	u	19	u	45µM*	u	-18%	50µM*	7%
22: COc1cccc2sc3cc(C#CC4(O)CCCCC4)ccc3c(=O)c12
 : x	-12%	6	-18%	0%	22%	x	x	-11%
23: Nc1ccc(C(=O)c2cccs2)cn1
 : -5%	-16%	-7	3%	2%	-16%	-3%	-1%	2%
24: O=C(Nc1ccc(-c2cn3ccsc3n2)cc1)C1CC1
 : -15%	-2%	-3	19%	-11%	u	-2%	14%	-7%
25: Cc1nnc(SCC(=O)Nn2cnnc2)s1
 : -8%	9%	2	-1%	-6%	-3%	0%	-9%	-3%
26: Cc1ccsc1C(C(=O)NC(C)(C)C)N(Cc1ccco1)C(=O)c1csnn1 (stereo unspecified)
 : -12%	-6%	-10	18%	-4%	46%[activator]	0%	15%	-3%
27: CC(C)Cc1nc(SCC(=O)Nc2nnc(CC(C)C)s2)n[nH]1
 : -6%	5%	-3	u	-12%	36%[activator]	-2%	18%	3%
28: Cc1ccc(N2CC(O)=C(c3ccccc3)C2=N)cc1
 : -8%	4%	-5	-2%	-17%	126%[activator]	-4%	-8%	5%
29: O=C(Cc1ccc(Cl)cc1)SCc1ccccc1
 : x	3%	-4	-5%	-6%	0%	x	x	-3%
30: CC(C)N(C(=S)NCc1ccccc1)C(C)C
 : -19%	5%	-5	u	4%	-16%	0%	14%	-2%
31: CC(C)(C)c1ccccc1NC(=O)c1ccc(-n2cncn2)c([N+](=O)[O-])c1
 : x	5%	2	3%	-16%	32%[activator]	x	x	-2%
32: CCN(C(=O)COC(=O)c1ccc(C=O)cc1)c1c(N)n(Cc2ccccc2)c(=O)[nH]c1=O
 : x	-6%	-2	-5%	-10%	0%	x	x	-4%
33: O=C(Nc1ccc(Cl)cc1)Nc1ccc(N2CCCC2)c(S(=O)(=O)Nc2ccccc2Cl)c1
 : 0%	-8%	-5	-9%	-10%	11%	-10%	-21%	-2%
34: O=C(CNc1cccc(S(=O)(=O)N2CCCC2)c1)Nc1cccc(Br)c1
 : x	-7%	-1	1%	-27%	23%	x	x	-3%
35: Cc1cc(-c2nnc(SCC(=O)Nc3ccccc3)n2C)no1
 : 1%	-10%	-5	-8%	-7%	61%[activator]	0%	30%	-4%
36: O=C1/C(=C/c2cccc(Br)c2)SC(=S)N1CCC(=O)N(CCO)c1ccccc1
 : -18%	1%	0	1%	-14%	32%	-8%	31%	-6%
37: CC(=O)N(c1ccccc1)C(C(=O)c1ccccc1)c1ccccc1 (stereo unspecified)
 : x	-10%	-15	x	-9%	-6%	x	x	6%
38: Cc1ccc2cc(C)c3nnc(SCC(=O)Nc4nc5c(s4)CCCC5)n3c2c1C
 : -24%	1%	-19	2%	-12%	-10%	-5%	3%	0%
39: Cc1ccc(C(=O)Nc2nc(-c3nnn(-c4cccc(Cl)c4C)c3C)ns2)cc1C
 : -14%	-5%	-1	x	2%	17%	-1%	33%	-3%
40: CS(=O)(=O)N1CCC[C@@]2(CCN(c3ncccn3)C2)C1
 : x	-11%[60.1 µM]	x	4%	x	x	0%	x	-3%

Next section:
Values run as follows: Anesthetic bind	POLK inh	LDHA block	APE1 inh	POLH inh	POLI inh	BLM helicase inh	POLB inh	Glioma ERSR ind
41: CS(=O)(=O)N(CC(=O)N1CCOCC1)c1ccccc1Br
 : -5%	3%	1	12%	-17%	23%	-5%	19%	-3%
42: C=C(Nc1ccc(OCC)cc1)Nc1ccc(OCC)cc1
 : -1%	2%[19.4 µM]	x	-2%	x	x	1%&-5%	x	-3%&-1%
43: O=[N+]([O-])c1ccccc1/C=N/n1c(C2CCCCC2)n[nH]c1=S
 : u	-2%	-4	4%	-24%	-5%	-5%	2%	0%
44: Cc1cc(OCC(=O)Nc2cnn(CCCC(=O)O)c2)ccc1Cl
 : -15%&3%	5%&-4%	0&10	53%[activator]	-4%&-18%	22%&-7%	0%&0%	36%	-1%&-4%
45: NC(=O)c1cccc(CS(=O)(=O)c2ccc(Cl)cc2)c1
 : -1%	-4%	-5	24%	-16%	48%[activator]	-1%	38%	0%
46: CCOc1c(Cl)cc(CNCc2ccncc2)cc1OC
 : -5%	17%	1	-8%	-11%	u	0%	16%	1%
47: COc1ccc(Nc2nc3ccc(Cl)cc3nc2-n2nc(C)cc2C)cc1
 : 68%[activator]	-7%[60.1 µM]	-5	x	-20%	7%	4%	3%	-3%
48: Cc1cc(=O)[nH]c2ccccc12
 : -8%	8%&1%	-6&4	0%	1%	3%&-7%	0%	1%	4%&-6%

Nine entries already listed, arranged by molar mass, smallest number first:
Values run as follows: Anesthetic bind	POLK inh	LDHA block	APE1 inh	POLH inh	POLI inh	BLM helicase inh	POLB inh	Glioma ERSR ind
48: Cc1cc(=O)[nH]c2ccccc12
 : -8%	8%&1%	-6&4	0%	1%	3%&-7%	0%	1%	4%&-6%
40: CS(=O)(=O)N1CCC[C@@]2(CCN(c3ncccn3)C2)C1
 : x	-11%[60.1 µM]	x	4%	x	x	0%	x	-3%
45: NC(=O)c1cccc(CS(=O)(=O)c2ccc(Cl)cc2)c1
 : -1%	-4%	-5	24%	-16%	48%[activator]	-1%	38%	0%
37: CC(=O)N(c1ccccc1)C(C(=O)c1ccccc1)c1ccccc1 (stereo unspecified)
 : x	-10%	-15	x	-9%	-6%	x	x	6%
43: O=[N+]([O-])c1ccccc1/C=N/n1c(C2CCCCC2)n[nH]c1=S
 : u	-2%	-4	4%	-24%	-5%	-5%	2%	0%
44: Cc1cc(OCC(=O)Nc2cnn(CCCC(=O)O)c2)ccc1Cl
 : -15%&3%	5%&-4%	0&10	53%[activator]	-4%&-18%	22%&-7%	0%&0%	36%	-1%&-4%
41: CS(=O)(=O)N(CC(=O)N1CCOCC1)c1ccccc1Br
 : -5%	3%	1	12%	-17%	23%	-5%	19%	-3%
38: Cc1ccc2cc(C)c3nnc(SCC(=O)Nc4nc5c(s4)CCCC5)n3c2c1C
 : -24%	1%	-19	2%	-12%	-10%	-5%	3%	0%
39: Cc1ccc(C(=O)Nc2nc(-c3nnn(-c4cccc(Cl)c4C)c3C)ns2)cc1C
 : -14%	-5%	-1	x	2%	17%	-1%	33%	-3%
